Screens deposited in PubChem BioAssay by National Center for Advancing Translational Sciences (NCATS).
PNC inhibitor – High Content Assay for Compounds that inhibit the Assembly of the Perinucleolar Compartment; PC3M PTB-GFP, PNC prevalence imaging, 16 h; active compounds read low; activity change (PNC), negative = inhibition, % at 10 µM; actives 3.1% (n = 140,000);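 active = readout at or below -70, meaning at least 70% loss of cells showing the perinucleolar compartment, a nuclear body marking cancer cells; inconclusive = readout between -30 and a set limit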;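 also: plate controls were DMSO wells for no effect and camptothecin positive control wells for full effect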
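PC3M cells stably expressing PTB-GFP, 750–1000 cells/well, treated 16 h at 37 °C with compound (23 nl of library stock), in duplicate. After paraformaldehyde fixation and Hoechst stain, imaged at 20x; PNC prevalence scored by image analysis.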
IMPase inh – qHTS Assay for Identifying the Cell-Membrane Permeable IMPase Inhibitors; AID 901, 2007; CHO-M1 cells, IP1 accumulation, HTRF TR-FRET ratio; Inositol monophosphatase 1 (Rattus norvegicus), P97697; 120,000 tested, under 10 active; inhibition (IP1 accumulation), % at 46.1 µM; active = well fitted curve in the direction sought with a large enough effect in the signal ratio, not every such curve was filed as active; inconclusive = small, poorly fitted or top-dose-only effect, or a change in a side signal; inactive = no such curve, though single readings can be large or run the other way; the % refers to the signal ratio;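 also: cells stimulated with carbachol in lithium chloride buffer; plate controls were DMSO basal wells for no effect and reference inhibitor wells for full effect; higher means more IMPase inhibition seen as more IP1 and lower FRET ratio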
Target sequence (P97697 whole entry, looked up): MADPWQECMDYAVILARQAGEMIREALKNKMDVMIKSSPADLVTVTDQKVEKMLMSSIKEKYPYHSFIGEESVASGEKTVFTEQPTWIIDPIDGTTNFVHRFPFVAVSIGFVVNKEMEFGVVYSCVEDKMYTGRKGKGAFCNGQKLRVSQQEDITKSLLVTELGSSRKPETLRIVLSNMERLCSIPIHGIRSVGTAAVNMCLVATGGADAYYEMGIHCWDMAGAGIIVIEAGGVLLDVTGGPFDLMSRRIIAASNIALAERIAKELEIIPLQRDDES
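Seeded CHO-M1 cells were dosed with compound at up to 46 uM, stimulated with carbachol for 30 min, then lysed in IP-One detection reagents. Higher IP1 lowers the TR-FRET signal.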
15-hLO-2 inh – qHTS Assay for Inhibitors of 15-hLO-2 (15-human lipoxygenase 2). Polyunsaturated fatty acid lipoxygenase ALOX15B (Homo sapiens), O15296. purified 15hLO-2, xylenol orange hydroperoxide absorbance. Potency, µM (doses to about 57.1 µM), without a hit: at the top dose activity change, negative = inhibition, actives largely listed as inhibitors. actives 0.56% (n = 110,000); also: potency is read from the fitted curve at half-maximal effect; nearly all actives have a fitted effect of over 60% in size; many of its hits are not listed in these tables
Target sequence (O15296 whole entry, looked up): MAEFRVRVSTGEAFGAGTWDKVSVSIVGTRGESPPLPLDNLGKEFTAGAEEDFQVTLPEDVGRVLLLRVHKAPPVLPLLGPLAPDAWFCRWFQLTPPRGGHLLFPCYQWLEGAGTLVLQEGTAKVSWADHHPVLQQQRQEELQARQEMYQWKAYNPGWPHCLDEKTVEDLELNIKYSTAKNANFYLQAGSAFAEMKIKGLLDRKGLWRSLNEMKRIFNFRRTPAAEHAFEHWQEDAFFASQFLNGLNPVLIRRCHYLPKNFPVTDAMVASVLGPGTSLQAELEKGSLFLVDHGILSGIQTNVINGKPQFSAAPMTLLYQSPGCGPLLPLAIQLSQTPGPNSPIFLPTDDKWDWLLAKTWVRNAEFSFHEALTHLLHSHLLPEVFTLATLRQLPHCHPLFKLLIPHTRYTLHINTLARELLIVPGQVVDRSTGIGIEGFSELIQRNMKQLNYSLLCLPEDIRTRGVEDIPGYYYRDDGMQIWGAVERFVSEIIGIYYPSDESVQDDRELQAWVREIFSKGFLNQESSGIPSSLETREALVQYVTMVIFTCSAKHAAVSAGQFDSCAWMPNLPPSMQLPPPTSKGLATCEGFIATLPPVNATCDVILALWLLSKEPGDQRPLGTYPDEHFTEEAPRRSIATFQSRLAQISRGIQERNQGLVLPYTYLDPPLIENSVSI
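Enzyme 50 nM, AA 45 uM, 25 mM Hepes pH 7.5 + 0.01% Triton X-100; cpd preinc 15 min RT, rxn 90 min RT; stop/detect with 200 uM XO + 300 uM Fe(II) in 50 mM H2SO4, 30 min; A573/A405.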
12-hLO inh – qHTS Assay for Inhibitors of 12-hLO (12-human lipoxygenase). Potency, µM (top dose mostly 57.1 µM), for the others: at the highest dose activity change, negative = inhibition, hits mostly inhibitors. actives 0.12% (n = 150,000). Polyunsaturated fatty acid lipoxygenase ALOX12 (Homo sapiens), P18054. purified 12-hLO, xylenol orange hydroperoxide absorbance; also: potency is read from the fitted curve at half-maximal effect; nearly all actives have a fitted effect of over 55% in size; many of its hits are not listed in these tables
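150 nM 12hLO, 25 mM Hepes pH 7.0 + 0.01% Triton X-100; cpd preinc 15 min RT; 40 uM arachidonic acid, 30 min RT; Fe-XO 30 min; A573/A405 ratio as read-out.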
Starred values were filed as active, the others as inactive; ? = inconclusive; / = no result given; [ ] = remark or other dose. Unless noted, calls follow the shape of the dose curve; as a rule, active = well fitted curve in the direction sought with a large enough effect; inconclusive = small, poorly fitted or top-dose-only effect, or another doubt; inactive = no such curve, though single readings can be large; an effect the other way counts as inactive or inconclusive. Unless noted, % is scaled to controls: 0 for no effect and ±100 for the full control effect.

no.	mol	12-hLO inh	PNC inhibitor	IMPase inh	15-hLO-2 inh
1	COc1ccc(NS(=O)(=O)c2cc(NC(=O)/C=C/c3cccs3)ccc2N2CCOCC2)cc1	3%	?	14	/
2	Cc1cccc(C)c1N(CC(=O)Nc1cccc(N(C)S(C)(=O)=O)c1)S(C)(=O)=O	9%	31	-7	1%
3	O=C(O)c1ccc(-n2c(-c3ccccc3)n[nH]c2=S)cc1	-8%	-15	0	17%
4	Cc1ccc(NC(=O)C2CCCN(S(=O)(=O)c3c(C)noc3C)C2)nc1 (stereo not drawn)	2%	-28	-9	9%
5	Cc1ccc(S(=O)(=O)NC(=O)COc2ccccc2C(N)=O)cc1	3%	?	13	0%
6	CC(C)C(=O)Nc1nnc(SCC(=O)NCc2cccs2)s1	4%	-21	1	6%
7	Cc1sc2ncnc(SCC(=O)NNC(=O)COc3cccc4ccccc34)c2c1C	2%	9	?	-28%
8	COc1cccc(S(=O)(=O)N2CCOCC2)c1	-7%	44	-7	3%
9	Cn1cc(CC(=O)N2CCN(c3ccccc3F)CC2)c2ccccc21	-5%	-25	0	1%
10	O=C(CSc1ccc(Cl)cc1)N1CCN(c2c(Cl)cccc2[N+](=O)[O-])CC1	-2%	27	10	-30%
11	O=C(c1ccc(F)cc1)C1CCN(C(=O)NCc2ccccc2)CC1	-3%	9	10	2%
12	O=[N+]([O-])c1cccc(S(=O)(=O)N2CCCCCC2)c1	1%	-7	/	/
13	CCOC(=O)C(=CNc1cc(C)ccc1C)C(=O)OCC	-8%	?	8	11%
14	O=C(CN(c1ccccc1F)S(=O)(=O)c1ccccc1)N1CCCCCC1	0%	-1	4	-13%
15	CCn1c(C)nc2cc(S(=O)(=O)N3CCCC3)ccc21	-3%	?	4	-4%
16	COc1ccc(C(=O)NCC(C)CN(C)C)cc1 (stereo not drawn)	-2%	?	-14	1%
17	CSc1nc2ccccc2s1	-1%	-27	/	/
18	CCOC(=O)c1cc(NC(=O)c2cccnc2)cc(C(=O)OCC)c1	-2%	24	-6	7%
19	O=C1c2cccc3cccc(c23)C(=O)N1CC1CCN(CC(O)COc2ccc3ccccc3c2)CC1 (stereo not drawn)	?	72	6	?
20	Cc1c(NC(=S)NC(NC(=O)C(C)C)C(Cl)(Cl)Cl)c(=O)n(-c2ccccc2)n1C (stereo not drawn)	2%	79	/	/
21	Cc1ccc(-c2nc(-c3cccnc3)no2)cc1	-7%	-24	?	18%
22	Cc1cc2c(c(N3CCOCC3)n1)C(=O)OC2	4%	?	-6	3%
23	O=C1c2ccccc2COc2ccc(O)cc21	0%	35	-7	-14%
24	O=C(c1cn(-c2ccccc2)nc1-c1cccs1)N1CCN(c2ccccn2)CC1	-8%	-1	4	28%
25	O=Cc1ccc2noc(-c3ccc(Cl)cc3)c2c1	-14%	-9	-3	-27%

Quoted from above: entries 22–25
no.	mol	12-hLO inh	PNC inhibitor	IMPase inh	15-hLO-2 inh
22	Cc1cc2c(c(N3CCOCC3)n1)C(=O)OC2	4%	?	-6	3%
23	O=C1c2ccccc2COc2ccc(O)cc21	0%	35	-7	-14%
24	O=C(c1cn(-c2ccccc2)nc1-c1cccs1)N1CCN(c2ccccn2)CC1	-8%	-1	4	28%
25	O=Cc1ccc2noc(-c3ccc(Cl)cc3)c2c1	-14%	-9	-3	-27%

(more compounds)
no.	mol	12-hLO inh	PNC inhibitor	IMPase inh	15-hLO-2 inh
26	CCOC(=O)N1CCC(C(=O)Nc2ccc(OCC)cc2)CC1	-2%	?	1	/
27	CCOC(=O)C1=C(C)NC(=S)NC1/C=C/c1ccccc1 (stereo not drawn)	?	-100*	15	/
28	Cc1ccc(-c2csc(NC(=O)c3ccc(-c4ccccc4)cc3)n2)o1	?	-7	-6	-27%
29	CC(C)N1C(=O)CCC1C(=O)NCc1ccccc1Cl (stereo not drawn)	2%	47	/	/
30	O=[N+]([O-])c1ccc(/C=C/C2=NN(c3ccccc3)C(c3ccco3)C2)cc1 (stereo not drawn)	0%	?	/	/
31	CCc1ccc(C(=O)CSc2ncn[nH]2)cc1	-7%	62	-16	-2%
32	O=C(Nc1cccc(NC(=O)N2CCN(c3ccccc3)CC2)c1)N1CCN(c2ccccc2)CC1	0%	-16	3	16%
33	CSc1nnc(-c2ccc(S(=O)(=O)N3CCCC3)cc2)n1C	1%	20	?	0%
34	N/C(=N\S(=O)(=O)c1ccccc1)c1ccc([N+](=O)[O-])cc1	0%	-1	/	/
35	COc1ccc(OCC(O)Cn2ccnc2C)cc1 (stereo not drawn)	4%	6	-3	/
36	CCCN(CCc1ccccc1)[C@H]1CCc2c(O)cccc2C1	-8%	/	10	19%
37	CC(Sc1nnc(-c2ccc(Cl)cc2)n1C)C(N)=O (stereo not drawn)	2%	-13	4	2%
38	N#Cc1nc(Cc2cccc3ccccc23)oc1N1CCC(C(N)=O)CC1	-2%	4	2	4%
39	COc1ccc(OC)c(S(=O)(=O)N2CCCc3ccccc32)c1	1%	36	1	0%
40	CC(CNc1ccc([N+](=O)[O-])c2cccnc12)Nc1c([N+](=O)[O-])cc(C(F)(F)F)cc1[N+](=O)[O-] (stereo not drawn)	1%	?	/	/
41	C=CCn1cnc2c(c1=O)c1nc3ccccc3nc1n2-c1ccc(C)cc1	3%	53	6	/
42	Cc1ccc(N2CCN(c3ccc(C)cc3)C2c2cccnc2)cc1	-7%	-5	8	34%[activator]
43	O=C(NC(NC(=S)Nc1ccccc1O)C(Cl)(Cl)Cl)c1ccco1 (stereo not drawn)	-6%	6	1	/
44	COc1ccc(C2NC(c3ccc(OC)c(OC)c3OC)C(C)C(=O)C2C)c(OC)c1OC (stereo not drawn)	-2%	?	/	/
45	O=C(/C=C/c1cccc([N+](=O)[O-])c1)NCCSCc1ccc(Cl)cc1	-17%	-16	/	/
46	CCOc1ccccc1N1CCN(S(=O)(=O)c2ccc3c4c(cccc24)C(=O)N3)CC1	-9%	18	9	-18%
47	CCOCCCn1c(=S)[nH]c2cc(C(=O)N3CCN(C)CC3)ccc2c1=O	-3%	?	1	4%
48	CCn1c(CSc2nc(C)cs2)nc2cc(S(=O)(=O)N(C)C)ccc21	-1%	36	6	-9%
49	C=CCn1c2ccccc2c2nnc(SCC(=O)OCN3C(=O)c4ccccc4C3=O)nc21	-9%	357	-21	/
50	CN(C)c1ccc(C2N3CC4(C)CN2CC(C)(C3)C4O)cc1 (stereo not drawn)	0%	2	4	4%
51	COc1cc2c(cc1NC(=O)C1CCCO1)oc1ccccc12 (stereo not drawn)	5%	?	7	6%
52	CCOc1cc(NC(=S)NCc2ccco2)c(OCC)cc1NC(=O)CC(C)C	-2%	-17	11	/
53	Cc1ccc(Cn2c(=O)c3ccccc3n3c(SCC(=O)N4CCCCC4C)nnc23)cc1 (stereo not drawn)	-1%	18	2	2%
54	Cc1cc(C)nc(NS(=O)(=O)c2ccc(NC(=O)C3(c4ccc([N+](=O)[O-])cc4)CCCC3)cc2)n1	-3%	57	-8	/
55	CC(C)CC(=O)Nc1cccc(-c2cn3ccsc3n2)c1	-1%	16	15	6%
56	CCc1cc2cc(C(=O)Nc3ccc(F)cc3)sc2s1	5%	290	-10	/
57	O=C1CC(c2ccccc2)Cc2nc(N3CCc4ccccc4C3)ncc21 (stereo not drawn)	1%	10	3	-2%
58	COC(=O)c1ccc(CSc2nnnn2Cc2ccccc2)cc1	-15%	5	-4	-5%
59	O=C(/C=C/c1ccc(F)cc1)NCCc1ccc2c(c1)OCCO2	0%	?	4	/
60	COc1ccc(C2CC(c3ccc(Br)cc3)Nc3nc(N)nn32)cc1 (stereo not drawn)	?	18	-20	34%[activator]
61	S=C1NCCOCCOCCOCCNC(=S)NCCOCCOCCOCCN1	-2%	14	5[0.369 µM]	/
62	O=C(NCc1cn2ccsc2n1)c1c(F)cccc1Cl	2%	29	11	-8%
63	CCN(CC)CCP(=O)(c1ccccc1)c1ccccc1	4%	4	9	2%
64	Cc1c(Cl)cccc1NC(=S)NCc1cccs1	?	?	/	/
65	Cc1ccc(NC(=O)c2cc(S(=O)(=O)c3ccccc3)ccc2Cl)cc1	-14%	21	5	6%
66	CC1(C)O[C@H]2C[C@@H]3[C@H]4CCC5=CC(=O)C=C[C@]5(C)[C@@]4(F)[C@@H](O)C[C@]3(C)[C@]2(C(=O)CO)O1	-1%[0.00818 µM]	/	/	-5%[0.0915 µM]
67	COc1ccc(C(CNC(=O)CCOc2ccccc2)N(C)C)cc1 (stereo not drawn)	10%	18	2	19%
68	CC(=O)c1c(C)[nH]c(C(=O)OCn2nnc3ccccc3c2=O)c1C	-1%	-11	9	-10%
69	C=CCn1c(SCC(=O)NCCCC)nc2scc(-c3ccco3)c2c1=O	-11%	31	12[0.0738 µM]	/
70	COc1cccc(NC(=O)N2CCN(c3ccc(C(F)(F)F)cn3)CC2)c1	-9%	-30	0	-6%
71	CC(=O)c1c(C)[nH]c(C(=O)COC(=O)CNS(=O)(=O)c2ccccc2)c1C	-3%	-20	8	-2%
72	CCCCc1c(O)nc(SCC(=O)NCC2CCCO2)[nH]c1=O (stereo not drawn)	-3%	13	6	2%
73	CN(CCCC(=O)Nc1ccncc1)S(=O)(=O)c1ccc(Cl)cc1	-12%	13	13	11%
74	CCOc1ccc(C)cc1S(=O)(=O)NC1CCCCC1	0%	?	-18	1%
75	c1ccc2c(N3CCNCC3)nc(-c3ccoc3)nc2c1	3%	/	/	23%

Pulled one by one from the list above, 2 records:
no.	mol	12-hLO inh	PNC inhibitor	IMPase inh	15-hLO-2 inh
18	CCOC(=O)c1cc(NC(=O)c2cccnc2)cc(C(=O)OCC)c1	-2%	24	-6	7%
27	CCOC(=O)C1=C(C)NC(=S)NC1/C=C/c1ccccc1 (stereo not drawn)	?	-100*	15	/

Carrying on.
no.	mol	12-hLO inh	PNC inhibitor	IMPase inh	15-hLO-2 inh
76	COc1ccc(C2=NOC3(CC(=O)N(c4ccc(Cl)cc4)C3=O)C2)c(OC)c1 (stereo not drawn)	-8%	-23	-19	4%
77	CCCNc1nc(N2CCOCC2)nc(N2CCOCC2)n1	1%	-27	9	1%
78	Cc1ccc(C(=O)Nc2ccccc2C(=O)NCc2ccccc2)cc1	5%	?	3	/
79	O=C(CSc1nc2c(cnn2-c2ccc(F)cc2)c(=O)[nH]1)N1CCCCC1	-3%	10	-12	-3%
80	COc1ccc(CN2CNc3c(c(=O)n(C)c(=O)n3C)C2)cc1	4%	-28	/	/
81	O=C(NCc1ccco1)Nc1cccs1	-16%	?	4	?
82	COc1cc2oc(=O)cc(C)c2c(OC)c1OC	1%	-22	/	/
83	Cc1ccc(-c2nn(-c3ccccc3)cc2/C=C(\C#N)c2cccc(C#N)c2)o1	-4%	56	12	-21%
84	CCOCCCNC(=O)CSc1ccccc1	-4%	?	-3	0%
85	O=C(/C=C/c1ccco1)c1ccc(NC(=O)C23CC4CC(CC(C4)C2)C3)cc1	-3%	44	4	/
86	COc1ccc(NC(=O)C(C)Oc2ccc(/C(C)=N\O)cc2)cc1 (stereo not drawn)	4%	-17	6	-3%
87	N#Cc1cn(Cc2ccccc2)c2ccccc12	-6%	24	2	4%
88	Cc1ccc2c(CC(=O)NCC3COc4ccccc4O3)coc2c1 (stereo not drawn)	-15%	?	5	5%
89	COCC(=O)Nc1nc2n(n1)C(c1ccccc1Cl)CC(c1ccc(OC)cc1)N2 (stereo not drawn)	-2%	-20	-5	22%
90	CCOC(=O)c1c(C)[nH]c(C(=O)Nc2ccc3c(c2)OCO3)c1C	-21%	27	4	-10%
91	Cc1ccc(C(=O)NC2CCCCC2)cc1	-14%	61	7	-13%
